p97 inhibitor = blocks human p97 ATPase activity | recombinant p97 ATPase, Kinase-Glo ATP luminescence, 3 h | inhibition, % at 8 µM | 220,000 compounds, 0.42% hits | AID 1481; in the data active = inhibition above about 15%;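 note: 0% = DMSO vehicle and 100% = wells lacking enzyme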
Ba/F3 V617F tox = loss of viability in JAK2V617F-driven Ba/F3 cells; inhibition, % at 5.6 µM; 220,000 compounds, 1.1% hits; AID 1446; Ba/F3 EpoR-JAK2V617F viability, ATP luminescence;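 active = inhibition above the campaign mean plus 3 SD over all tested compounds, cut at about 24% in these data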;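 note: cytokine-independent growth of Ba/F3 cells driven by EpoR plus mutant JAK2; 0% = DMSO-treated cells and 100% = JAK inhibitor I control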
BaF3 parental = reduces parental Ba/F3 cell viability, JAK2V617F counter-screen | inhibition, % at 5.6 µM | AID 1486 | 220,000 compounds, 1.1% hits | CellTiter-Glo ATP luminescence;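 active = inhibition above a per-campaign cutoff, the mean inhibition of all tested compounds plus 3 SD, cut at about 27% in these data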;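 note: 0% = DMSO wells and 100% = JAK Inhibitor I control wells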
PGE2 EP2 inh = EP2 receptor (human) inhibition; P43116; C6 glioma cells expressing human EP2, cAMP TR-FRET; cells stimulated with saturating PGE2; inhibition, % at 25 µM; 260,000 compounds, 0.52% hits; AID 1422;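 active = percent inhibition above 40 after rounding to a whole number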;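 note: rat C6 glioma host cells with rolipram phosphodiesterase inhibitor present; the protocol text gives 20 µM as final concentration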
Target sequence (P43116 whole entry, looked up): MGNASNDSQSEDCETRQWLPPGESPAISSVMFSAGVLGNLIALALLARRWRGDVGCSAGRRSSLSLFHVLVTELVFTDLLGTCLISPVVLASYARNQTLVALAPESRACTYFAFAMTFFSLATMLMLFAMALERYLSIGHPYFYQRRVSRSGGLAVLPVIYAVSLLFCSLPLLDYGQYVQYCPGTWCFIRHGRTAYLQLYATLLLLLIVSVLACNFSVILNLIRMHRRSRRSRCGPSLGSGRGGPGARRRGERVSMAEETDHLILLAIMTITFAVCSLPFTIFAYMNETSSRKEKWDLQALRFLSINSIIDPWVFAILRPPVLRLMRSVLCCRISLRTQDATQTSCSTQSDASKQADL
Tb hexokinase = blocks Trypanosoma brucei hexokinase 1 activity; recombinant TbHK1, G6PDH-coupled NADH A340; AID 1430; 220,000 compounds, 0.11% hits; inhibition, % at 10 µM;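 active = inhibition of 50% or more in the single-dose primary screen; inactive = inhibition below 50%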
RBBP9 inh = inhibitors of human serine hydrolase RBBP9 | O75884 | recombinant RBBP9, FP-Rh probe fluorescence polarization | inhibition, % at 7.94 µM | 220,000 compounds, 0.2% hits | AID 1515;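 active = inhibition above the campaign mean of all tested compounds plus 3 SD, cut at about 14% in these data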;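 note: plate controls were DMSO wells with RBBP9 for no effect and wells lacking RBBP9 protein for full effect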
Target sequence (O75884 whole entry, looked up): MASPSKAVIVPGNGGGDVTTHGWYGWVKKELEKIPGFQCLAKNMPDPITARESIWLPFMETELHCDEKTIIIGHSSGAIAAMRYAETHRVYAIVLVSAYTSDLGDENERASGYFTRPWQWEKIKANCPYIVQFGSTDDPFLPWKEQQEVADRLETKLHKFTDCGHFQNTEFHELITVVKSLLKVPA
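System: RBBP9 protein / Buffer or medium: Tris/NaCl buffer pH 8.0 with 0.1% Pluronic / Probe or stimulus: Serine-hydrolase probe FP-Rh, 375 nM pre-mixing / Dosing: 7.94 µM single dose, 0.794% DMSO / Times: enzyme-compound preincubation 30 min, then probe labeling 45 min, 25 °C / Technique: fluorescence polarization (mP), excitation 525 nm, emission 598 nm / Replication: singlicate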
NCF1 inh = p47phox (human) inhibition; p47phox/p22phox peptide binding, fluorescence polarization, 2 h; 220,000 compounds, 0.53% hits; AID 1274; inhibition, % at 24.7 µM;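 active = inhibition above about 30%, limit read from the data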;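 note: 0% = p47phox with labelled peptide and 100% = labelled peptide alone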
Target sequence (P14598 whole entry, looked up): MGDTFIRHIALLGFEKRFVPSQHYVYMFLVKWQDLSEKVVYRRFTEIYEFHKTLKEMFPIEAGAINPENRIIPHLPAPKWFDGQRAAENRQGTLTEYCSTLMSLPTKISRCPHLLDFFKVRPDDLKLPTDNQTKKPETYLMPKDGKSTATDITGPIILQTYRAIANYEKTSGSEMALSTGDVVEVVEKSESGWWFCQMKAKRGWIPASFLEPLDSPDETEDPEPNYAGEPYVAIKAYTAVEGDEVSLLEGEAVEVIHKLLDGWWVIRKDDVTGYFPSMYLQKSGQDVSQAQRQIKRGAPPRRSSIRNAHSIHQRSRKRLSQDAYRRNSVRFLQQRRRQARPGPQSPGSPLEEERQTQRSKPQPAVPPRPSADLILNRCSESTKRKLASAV
Furin inh = blocks human furin protease activity; AID 463115; P09958; 220,000 compounds, 0.061% hits; purified furin, fluorogenic substrate cleavage; inhibition, % at 30 µM; in the data active = inhibition above about 25%; note: inactives centre near -15
PPC-1+TRAIL kill = PPC-1 cancer cell killing with TRAIL present | 220,000 compounds, 0.41% hits | cell killing (% activity), % at 4 µM | AID 1443 | PPC-1 cells + TRAIL, ATPLite viability luminescence;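 active = cell killing above 50% in the first pass at 4 µM, then a duplicate retest at 5 µM averaging 50% or more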;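 note: plate controls were cells with TRAIL plus DMSO for no effect and medium-only wells lacking cells for full effect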
* = called active by the depositor; nt = no result given; & = joins results of further samples; [ ] = another dose, or the depositor's remark. The list is partial. The share of hits here may be higher or lower than overall.

Order of values – p97 inhibitor | Ba/F3 V617F tox | BaF3 parental | PGE2 EP2 inh | Tb hexokinase | RBBP9 inh | NCF1 inh | Furin inh | PPC-1+TRAIL kill
1	CC(C)CN1CC(C(=O)O)CC1=O (stereo unspecified)
  4 | -4 | 3 | 12 | -2 | -7 | -3 | -31 | 9
2	O=C(CSc1nc2c(c(C(F)(F)F)n1)CCc1ccccc1-2)NCc1ccccc1
  2 | -2 | 5 | 6&11 | 1 | 1 | -8 | -13[20 µM] | 2
3	Cc1c(CN2CCC(CO)(Cc3ccccc3)CC2)c2ccccc2n1C
  -4 | 5 | 15 | 1 | 13 | 0 | 1 | -4 | nt
4	NC(=O)C1CCCN(Cc2ccc(Cl)cc2)C1 (stereo unspecified)
  5 | 1 | 6 | 8 | 5 | -6 | -3 | -20 | 29
5	CCN1CCN(CCCNC(=O)C(NC(=O)C2CCC(C)CC2)C(C)C)CC1 (stereo unspecified)
  6 | 3 | 2 | 2 | 1 | 1 | -18 | -11 | 14
6	CC1CCC(NC(=O)C(Cc2ccccc2)n2cccc2)CC1 (stereo unspecified)
  1 | 0 | -1 | 7 | -9 | 6 | 2 | -26 | 8
7	O=C1NC(c2ccccc2Cl)=N/C1=C/c1ccco1
  11 | -2 | -3 | 7 | -21 | 2 | -11 | -12 | 0
8	COc1cc(CN2CCN(C(C)C)C(CCO)C2)ccc1OCc1ccccc1 (stereo unspecified)
  -3 | 3 | 4 | 2 | -2 | -7 | -1 | -16 | 18
9	CC(=O)N[C@@H](CS)C(=O)O
  6 | 0 | 7 | 10&10 | 0 | -1 | -7 | 0 | 27
10	Cc1ccc2c(Cl)cc(Cl)c(OCC(=O)NC3CCS(=O)(=O)C3)c2n1 (stereo unspecified)
  2 | -2 | 4 | 4 | -4 | -8 | -4 | -28 | 14
11	COc1ccccc1C(=O)N/N=C/c1cnc2ccccc2n1
  2 | 2 | 0 | 11 | -23 | -7 | -9 | -6 | 30
12	CC(C)=C(NC(=O)c1ccccc1)C(=O)NCCCC(=O)O
  6 | -4 | -1 | 15 | 3 | 0 | 0 | -18 | 16
13	O=C(O)c1c(-c2ccc(Cl)cc2)cn2ccccc12
  6 | -3 | 53* | 2 | -6 | 1 | 0 | -17 | -2
14	Cn1c(-c2csc(-c3cccc(C(F)(F)F)c3)n2)n[nH]c1=S
  1 | -4 | 1 | 5 | -11 | -7 | 0 | -10 | 6
15	CC(C)CC(c1nnnn1C(C)(C)C)N1CCN(C2CCCC2)CC1 (stereo unspecified)
  0 | -1 | 9 | 10 | 7 | -5 | -1 | -19[20 µM] | -1
16	O=c1[nH]c(N/N=C/c2ccccc2Br)nnc1-c1ccccc1
  5 | -2 | 2 | 7 | -10 | -5 | -18 | -29 | 7
17	CNc1c([N+](=O)[O-])cnn1-c1ccc(C)cc1
  0 | -3 | -2 | 9 | -12 | -6 | -8 | -3[20 µM] | 10
18	Nc1c(C(=O)NCc2ccccc2)nnn1Cc1ccccc1
  -2 | -4 | 1 | 15 | -4 | -8 | -16 | -11 | 20
19	CCCn1c(NC(=O)C23CC4CC(CC(O)(C4)C2)C3)nc2ccccc21
  1 | 53* | 4 | 5 | -3 | 0 | -10 | -19 | 18
20	Cc1ccsc1CNn1cnnc1SCc1ccc(Cl)cc1
  -6 | 1 | 5 | 6 | 1 | -5 | -6 | -14[20 µM] | -28
21	O=C(O)c1ccccc1C(=O)Nc1ccc(-n2ccc(C(F)(F)F)n2)cc1
  2 | 0 | -1 | 3 | 38 | -7 | 3 | -34 | 8
22	CN1CCN(CCc2cn3ncc(C#N)c3nc2-c2ccc(F)cc2)CC1
  -2 | 1 | 5 | 1 | -18 | -10 | -4 | -23 | 9
23	CCOc1cc(/C=N/O)cc(Br)c1OCC(=O)NCc1ccccc1
  5 | 0 | 7 | 10 | 38 | -10 | -14 | -8 | 18
24	Cc1ccc(Oc2cc(C#N)c(C#N)cc2-n2nnc3ccccc32)cc1C
  3 | -6 | 0 | 21 | -13 | 3 | -6 | -28[20 µM] | -15
25	COc1ccc(OC)c2[nH]c(=O)c(CCNC(=O)C(=O)c3c[nH]c4ccccc34)cc12
  1 | -2 | -1 | 12 | -6 | 0 | -10 | -22 | -6
26	Cc1nnc(SCc2ccccc2F)n1NCc1cccs1
  -2 | 1 | 10 | 8 | -6 | -5 | -2 | -18[20 µM] | 30
27	CCN(CC)C(=O)COc1ccc(/C(C)=N/NC(=O)c2ccccc2O)cc1
  0 | 3 | 7 | 2 | -13 | 0 | -4 | -21 | 36
28	CCOc1ccc(N=Nc2c(=O)[nH]n3c(C)cc(C)nc23)cc1
  -4 | -1 | 7 | 4 | -20 | -7 | -108 | 9 | 11
29	Cn1cc(S(=O)(=O)Oc2ccccc2)c(=O)n(C)c1=O
  4 | 1 | 0 | 5 | -8 | -3 | -1 | -18 | 32
30	Cc1ccc(C)c(NC(=O)CS(=O)(=O)c2cccc3nsnc23)c1
  4 | -2 | -4 | 4 | -1 | -7 | 1 | -26 | 2

A stretch taken from the entries so far, as a working copy:
Order of values – p97 inhibitor | Ba/F3 V617F tox | BaF3 parental | PGE2 EP2 inh | Tb hexokinase | RBBP9 inh | NCF1 inh | Furin inh | PPC-1+TRAIL kill
20	Cc1ccsc1CNn1cnnc1SCc1ccc(Cl)cc1
  -6 | 1 | 5 | 6 | 1 | -5 | -6 | -14[20 µM] | -28
21	O=C(O)c1ccccc1C(=O)Nc1ccc(-n2ccc(C(F)(F)F)n2)cc1
  2 | 0 | -1 | 3 | 38 | -7 | 3 | -34 | 8
22	CN1CCN(CCc2cn3ncc(C#N)c3nc2-c2ccc(F)cc2)CC1
  -2 | 1 | 5 | 1 | -18 | -10 | -4 | -23 | 9
23	CCOc1cc(/C=N/O)cc(Br)c1OCC(=O)NCc1ccccc1
  5 | 0 | 7 | 10 | 38 | -10 | -14 | -8 | 18
24	Cc1ccc(Oc2cc(C#N)c(C#N)cc2-n2nnc3ccccc32)cc1C
  3 | -6 | 0 | 21 | -13 | 3 | -6 | -28[20 µM] | -15
25	COc1ccc(OC)c2[nH]c(=O)c(CCNC(=O)C(=O)c3c[nH]c4ccccc34)cc12
  1 | -2 | -1 | 12 | -6 | 0 | -10 | -22 | -6
26	Cc1nnc(SCc2ccccc2F)n1NCc1cccs1
  -2 | 1 | 10 | 8 | -6 | -5 | -2 | -18[20 µM] | 30
27	CCN(CC)C(=O)COc1ccc(/C(C)=N/NC(=O)c2ccccc2O)cc1
  0 | 3 | 7 | 2 | -13 | 0 | -4 | -21 | 36
28	CCOc1ccc(N=Nc2c(=O)[nH]n3c(C)cc(C)nc23)cc1
  -4 | -1 | 7 | 4 | -20 | -7 | -108 | 9 | 11
29	Cn1cc(S(=O)(=O)Oc2ccccc2)c(=O)n(C)c1=O
  4 | 1 | 0 | 5 | -8 | -3 | -1 | -18 | 32
30	Cc1ccc(C)c(NC(=O)CS(=O)(=O)c2cccc3nsnc23)c1
  4 | -2 | -4 | 4 | -1 | -7 | 1 | -26 | 2

Going on with the list.
Order of values – p97 inhibitor | Ba/F3 V617F tox | BaF3 parental | PGE2 EP2 inh | Tb hexokinase | RBBP9 inh | NCF1 inh | Furin inh | PPC-1+TRAIL kill
31	Cc1cccc(Cc2nnc(CCC(=O)NCc3cnc4ccccn34)o2)c1
  0 | 5 | 8 | 3 | 5 | -8 | -4 | -22 | -4
32	Cc1ccc(OCCCN2C(=O)C(=O)c3cc(C)ccc32)cc1
  1 | -2 | 3 | 1 | 1 | 2 | -6 | -8 | 16
33	O=C(Cc1ccccc1)NN1C(=O)c2ccccc2C1=O
  1 | 1 | 6 | 9 | 7 | -4 | 6 | -7 | 8
34	CC1NC2(C(=O)N(Cc3ccccc3)c3ccccc32)C2C(=O)N(c3ccccc3)C(=O)C12 (stereo unspecified)
  7 | -2 | 2 | 8 | 2 | -4 | -11 | -13 | 18
35	Cc1ccn2cc(CCNS(=O)(=O)c3ccc4c(c3)OCCO4)nc2c1
  1 | -1 | 5 | 9 | -7 | -8 | -19 | -30 | 8
36	CCCCCCn1c(CN2CCCCC2C)nc2c1c(=O)n(C)c(=O)n2C (stereo unspecified)
  -8 | 1 | 4 | 7 | -4 | -7 | 3 | -11[20 µM] | 6
37	COC(=O)C(CCSC)NC(=O)/C=C/c1ccc(OC)cc1 (stereo unspecified)
  1 | 3 | 8 | 3 | -4 | -6 | -2 | -23 | -5
38	C=C(C)CSC1=C(C#N)C(c2ccccc2)CC(=O)N1 (stereo unspecified)
  2 | -3 | 2 | 10 | -3 | -5 | nt | -33 | nt
39	CCOC(=O)N1CCN(C(=O)c2ccc(-n3c(=S)[nH]c4ccccc4c3=O)cc2)CC1
  2 | 14 | 1 | -2 | 3 | -7 | -12 | -25[20 µM] | -4
40	Cc1cc(NC(=O)c2cc(-c3ccccc3)on2)no1
  6 | -3 | 2 | 4 | 0 | -7 | -10 | -13[20 µM] | 14
41	O=C(NCCCO)/C(=C/c1ccco1)NC(=O)c1ccc(Br)o1
  0 | 0 | 3 | 2 | -13 | -5 | -13 | -10 | 20
42	CCCCn1c(=O)c(CCC(=O)OCC(=O)Nc2cc(Cl)ccc2OC)nc2ccccc21
  -1 | 0 | 1 | 8 | -4 | -8 | -9 | -12 | 16
43	CC1CCN(C(=O)CCc2ccc(S(=O)(=O)NC(C)C)cc2)CC1
  0 | 0 | 5 | 9&9 | 25 | -11 | -4 | -14[20 µM] | 19
44	C=CCN1c2ccccc2[C@]23C[C@@H](C(=O)OC)N(C(=O)c4ccco4)C2=NC(C(=O)OC)=C(C(=O)OC)[C@H]13
  nt | nt | nt | 8 | -33 | nt | -7 | -15 | 14
45	CCOC(=O)/C(C#N)=C1/SC(CC)C(=O)N1c1ccc(Br)cc1 (stereo unspecified)
  2 | -6 | -4 | 2 | -21 | 3 | -17 | -18[20 µM] | 18
46	Cc1n[nH]c(=O)nc1N1CCN(c2ccccc2)CC1
  2 | 0 | 1 | 7 | -7 | -4 | -10 | -12[20 µM] | 6[5 µM]
47	COC(=O)CSc1nccc(-c2ccc(F)cc2)c1C#N
  1 | -3 | 4 | 5 | 0 | -6 | -13 | -11 | -5
48	COc1ccccc1CN(CC(=O)NCc1ccco1)C(=O)CNS(=O)(=O)c1ccccc1
  5 | -5 | 1 | 3 | 0 | 6 | -12 | -13 | 2
49	COc1ccc(C(=O)N/N=C/c2ccccn2)cc1OC
  7 | -1 | 8 | 5 | -5 | -8 | 1 | -28 | 7
50	CS(=O)(=O)N1CCN(c2ccc(C(=O)N3CCOCC3)cc2[N+](=O)[O-])CC1
  2 | 3 | 7 | 10 | -12 | -6 | -6 | -27 | 25
51	CC(C1CC1)N(Cc1ccccc1)C(=S)Nc1ccccc1 (stereo unspecified)
  3 | -1 | 8 | 5 | 1 | -5 | -8 | -10 | 4
52	Cc1cc(C(=O)CSc2nnnn2-c2ccc(O)cc2)c(C)n1Cc1ccc2c(c1)OCO2
  8 | -1 | 1 | 12 | 5 | -32 | -54 | -17 | 35
53	O=C(COC(=O)CCSc1ccc(Cl)cc1)NCc1ccco1
  3 | -1 | 10 | 6 | -3 | -9 | -8 | -23 | 13

3 compounds from above, arranged by the number in Tb hexokinase, falling:
entry	structure	Tb hexokinase
52	Cc1cc(C(=O)CSc2nnnn2-c2ccc(O)cc2)c(C)n1Cc1ccc2c(c1)OCO2	5
46	Cc1n[nH]c(=O)nc1N1CCN(c2ccccc2)CC1	-7
50	CS(=O)(=O)N1CCN(c2ccc(C(=O)N3CCOCC3)cc2[N+](=O)[O-])CC1	-12
